# HePTP inhibitor – inhibitors of human HePTP phosphatase, primary screen, biochemical, absorbance, leukemia target. Tyrosine-protein phosphatase non-receptor type 7 (Homo sapiens), P35236. recombinant HePTP phosphatase activity, OD absorbance. inhibition, % at 20 µM. 110,000 compounds, 0.64% hits; in the data active means inhibition above about 50%;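 further: plate controls were vehicle for no effect and reference inhibitor for full effect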
# BAP1 inh – inhibitors of BAP1 deubiquitinase, primary screen, biochemical, Ub-AMC fluorescence, kinetic; Ubiquitin carboxyl-terminal hydrolase BAP1 (Homo sapiens), Q92560; recombinant BAP1, Ub-AMC hydrolysis fluorescence kinetic; hits give low values; activity remaining (% of control), % at 20 µM; 72,000 compounds, 0.48% hits;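 active means activity remaining at or below 50% of control, provided the compound also passes the data quality filters; inactive means the rest, including low values that fail the filters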;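 further: 100% = DMSO wells rate and 0% = substrate alone blank rate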
# Target sequence (Q92560 whole entry, looked up): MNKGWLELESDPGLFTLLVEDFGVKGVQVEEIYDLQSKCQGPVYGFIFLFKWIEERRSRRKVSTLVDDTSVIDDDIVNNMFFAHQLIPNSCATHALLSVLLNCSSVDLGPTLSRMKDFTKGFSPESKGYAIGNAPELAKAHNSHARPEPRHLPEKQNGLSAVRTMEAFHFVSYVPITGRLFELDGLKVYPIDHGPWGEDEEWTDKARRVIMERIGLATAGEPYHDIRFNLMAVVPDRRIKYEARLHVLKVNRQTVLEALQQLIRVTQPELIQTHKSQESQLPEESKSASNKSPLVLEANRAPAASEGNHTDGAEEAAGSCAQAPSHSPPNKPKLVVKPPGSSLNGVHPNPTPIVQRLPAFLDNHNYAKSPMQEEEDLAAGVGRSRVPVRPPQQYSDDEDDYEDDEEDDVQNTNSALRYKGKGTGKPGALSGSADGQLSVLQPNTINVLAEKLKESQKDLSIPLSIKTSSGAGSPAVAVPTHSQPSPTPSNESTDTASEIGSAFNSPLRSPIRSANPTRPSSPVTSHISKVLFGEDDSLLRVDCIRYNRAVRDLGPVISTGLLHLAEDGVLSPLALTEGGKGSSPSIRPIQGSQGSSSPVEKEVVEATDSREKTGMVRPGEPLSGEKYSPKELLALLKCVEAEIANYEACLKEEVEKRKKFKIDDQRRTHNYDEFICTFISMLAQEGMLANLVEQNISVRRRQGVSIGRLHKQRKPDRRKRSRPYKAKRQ
# An asterisk follows results filed as active; . = no result given; & = joins results of further samples.
Molecule	HePTP inhibitor	BAP1 inh
Cc1ccccc1Nc1nnc(SCC(=O)NC(=O)NCc2ccco2)s1	-9	.
CCOC(=O)N1CCC(NC(=O)c2ccc3c(c2)N(CC)CCS3)CC1	5	112
CCc1c(C)c2c(C)[nH]nc2oc1=O	6	93
Cc1ccccc1NC(=O)C(=O)NNC(=O)c1ccc(Cl)cc1	-7	.
COc1cc(C2Nc3ccc4ccccc4c3C3=C2C(=O)CC(C)(C)C3)ccc1OCC(=O)O (stereo not drawn)	-2	.
COc1ccc(CCNC(=O)CCCCn2c(=O)[nH]c3ccccc3c2=O)cc1OC	4	89
Cc1nc(N2CCN(C(=O)c3ccc(Cl)cc3)CC2)c(C#N)c2c1COC(C)(C)C2	10	277
O=S(=O)(c1ccccc1)c1nc(-c2ccco2)oc1N1CCOCC1	8	96
CCCC(=O)Nc1ccc(N2CCN(C(=O)CCC)CC2)cc1	3	113
COc1ccc(C(=O)N2CCN(S(C)(=O)=O)CC2)cc1OC	8	.
Cc1ccc(S(=O)(=O)Cc2ccc(C(=O)NCCCN3CCN(C)CC3)o2)cc1	2	92
CCN(CC)S(=O)(=O)c1ccc(OC(C)C)nc1	7	126

# Sorted by value in HePTP inhibitor (falling): three from the list above.
Molecule	HePTP inhibitor	BAP1 inh
CCN(CC)S(=O)(=O)c1ccc(OC(C)C)nc1	7	126
COc1cc(C2Nc3ccc4ccccc4c3C3=C2C(=O)CC(C)(C)C3)ccc1OCC(=O)O (stereo not drawn)	-2	.
Cc1ccccc1Nc1nnc(SCC(=O)NC(=O)NCc2ccco2)s1	-9	.

# Further entries:
Molecule	HePTP inhibitor	BAP1 inh
COc1ccc(-c2noc(-c3ccc(C)c([N+](=O)[O-])c3)n2)cc1	12	.
Cc1cccc2cc(CN(CC3CCCO3)C(c3nnnn3Cc3ccco3)C(C)C)c(=O)[nH]c12 (stereo not drawn)	9	113
O=C(O)C1C2CCC(C2)C1C(=O)Nc1nncs1 (stereo not drawn)	1	.
Cc1noc(C)c1S(=O)(=O)N1CCN(Cc2ccc3c(c2)OCO3)CC1	6	97
COC(=O)CSc1nc(NC(C)=O)nc(C)c1Br	-20	.
CCOC(=O)C1=C(C)N(C)C(=O)NC1c1ccccc1OC (stereo not drawn)	8	102
C(=C\c1ccccc1)/CSc1nnc(-c2ccncc2)n1Cc1ccco1	15	102
O=C(O)CCCCCN1C(=O)/C(=C/c2cccc(F)c2)SC1=S	13	.
CCC1(c2ccccc2)OC(=O)C2C3CCCCC3=C3CCCCC3C21 (stereo not drawn)	9	.
COC(=O)c1sccc1NC(=O)c1cccc(Cl)c1	-18	.
CCCCn1c(S(=O)(=O)O)nc2ccccc21	12	109
Cc1c(Br)c(C(F)(F)F)nn1CC(=O)N(C)c1ccccc1	2	73
O=C(O)c1cc(C(c2ccc(O)c(C(=O)O)c2)C(Cl)(Cl)Cl)ccc1O	.	53
Cc1ccc(N2C(=O)CC(N3CCCN(C)CC3)C2=O)cc1 (stereo not drawn)	6	.
Fc1cccc(NCc2cn3ccccc3n2)c1	8	81
COc1ccc(/C=C/C(=O)NCc2ccc(Cl)cc2)cc1	7	.
O=C(Nc1ccc(Cl)c(-c2nc3ccccc3[nH]2)c1)c1ccc(I)o1	-4	.
O=C(Nc1ccc(C(=O)N2CCOCC2)cc1)c1ccccc1Cl	-14	.
C=CCn1c(-c2ccccc2)c[nH]c1=S	-6	85
Cc1sc2ncnc(SCC#N)c2c1C	5	99
COc1ccc(CCNC(=O)C2CC2)cc1OC	2&-17	108
CCOC(=O)c1c(C)c(C(=O)NCc2cccnc2)c(C)n1C	5	108
c1ccc(N2CC[N+]3(CCCC3)CC2)nc1	0	146
O=C1NC(=O)/C(=C/c2ccccc2[N+](=O)[O-])S1	14	.
Cc1c(Nc2nc3nonc3nc2Nc2cccc(Cl)c2)c(=O)n(-c2ccccc2)n1C	-1	.
Cc1cccc(OCC(O)CN2C(C)(C)CC(O)CC2(C)C)c1C (stereo not drawn)	-5	113
O=C(Nc1ncccn1)c1ccc(Cl)s1	-1	.
CCc1cccc(C)c1NC(=O)CSc1nnc(-c2cc3cc(Br)ccc3o2)n1CC	-2	54
COC(=O)C1=C(C)NC2=C(C(=O)CC(c3ccc(Cl)cc3)C2)C1c1ccc2c(c1)OCO2 (stereo not drawn)	.	69
c1cc2c(cc1NC1CCCCC1)OCO2	2	.
CCOc1cc(/C=N/N=C2/NC(=O)CS2)ccc1OCc1ccc(F)cc1	3	.
COc1ccc(NC(=O)c2ccc(N(C)C)cc2)cc1	-6	.
N#C/C(=C/c1ccccc1[N+](=O)[O-])C(=O)Nc1cccc(Br)c1	5	.
CCCCOc1ccccc1NC(=O)C(c1ccccc1)c1ccccc1	-3	.
COCCCNC(=O)CN(c1cccc(OC)c1)S(=O)(=O)c1ccccc1	4	.
Nc1nc(SCc2ccc(Cl)cc2)nc2sc3c(c12)CCN(Cc1ccccc1)C3	6	.
O=[N+]([O-])c1cccc(S(=O)(=O)Nc2cccc(F)c2)c1	6	.
COc1cc(CC(=O)OCC(=O)Nc2ccc(S(=O)(=O)N3CCCC3)cc2)cc(OC)c1OC	10	99
CC1Cc2nc(SCC(=O)N3CCCc4ccccc43)n(C)c(=O)c2S1 (stereo not drawn)	8	93
CCCCC(=O)N1c2c(C)cccc2C(Nc2ccccc2C)CC1C (stereo not drawn)	-11	.
O=C(O)/C=C/C(=O)Nc1ccc(C2(c3ccc(NC(=O)/C=C/C(=O)O)cc3)c3ccccc3-c3ccccc32)cc1	20	.
COc1ccccc1N=c1oc2cc(OC(C)=O)ccc2cc1C(=O)NC(C)=O	.	86
Cc1ccc(C)c(OCCCN2CCCC2)c1	-2	115
C/C(=N\N=C1\NC(=O)C(CC(=O)Nc2ccc(F)cc2)S1)C(C)(C)C (stereo not drawn)	-10	.
c1ccc(Cn2c(NCc3ccco3)nc3ccccc32)cc1	4	103
COc1ccc(C(=O)Cn2nnc(-c3ccccc3F)n2)cc1	6	113
Cc1cnc(NC(=O)CSc2nnc(CNc3ccc(F)cc3)n2CC2CCCO2)s1 (stereo not drawn)	-3	100
N#Cc1cccc(-n2c(-c3ccccc3)nnc2-c2ccccc2)c1C#N	-4	137
COc1cccc(C(=O)NNC(=O)c2ccc(F)cc2)c1	2	.
Oc1ccc(CN2CCN(Cc3ccccc3)CC2)c2cccnc12	0	98
CCOC(=O)C1=NNC2C(=O)N(CC)C(=O)C12 (stereo not drawn)	2	.
NCC(O)c1ccc(O)c(O)c1 (stereo not drawn)	.	89
COc1ccc(NC(=O)c2ccc(N3C(=O)CCC3=O)cc2)c2ccccc12	.	70
Cc1ccc(Cn2c(CN(C)Cc3ccccc3)nc3c2c(=O)n(C)c(=O)n3C)cc1	4	99
Cc1ccc(C)n1-c1ccc(OCC(=O)O)cc1	104*	97
CCOC(=O)C1=C(O)/C(=C/c2ccc(F)cc2)SC1=Nc1ccccc1	-8	.
COC(=O)C1=C(C)NC(=O)N(C(C)=O)C1c1cccs1 (stereo not drawn)	4	.
CCOC(=O)c1c(NC(=O)CCCOc2ccccc2)sc2c1CCC2	-5	.
Cc1ccc(-c2nnc(SCC(=O)N3CC(C)CC(C)C3)o2)cc1C (stereo not drawn)	8	86
Cc1nc(SCc2ccc([N+](=O)[O-])cc2)nc2ccccc12	-7	.

# Further structures:
Molecule	HePTP inhibitor	BAP1 inh
COc1ccccc1NC(=O)c1ccc(C(=O)c2c(C)cc(C)cc2C)cc1	9	.
CCOC(=O)C1=C(O)/C(=C/c2ccc(N(C)C)cc2)SC1=Nc1ccc(Cl)cc1	-7	.
CCCn1c(SCC(=O)OCc2ccccc2)nc2c1c(=O)n(C)c(=O)n2C	4	104
O=C1NC(=S)N/C1=C\c1ccc(-c2cccc([N+](=O)[O-])c2)o1	5	.
O=C(Cn1nnc2c(cnn2-c2ccc(F)cc2)c1=O)c1ccccc1F	2	206
O=c1[nH]c(SCc2ccccc2)nc2ccccc12	10	64
COc1ccc(CCC(=O)Nc2cc(Cl)ccc2Cl)cc1	8	.
Cc1cc(Cl)ccc1NC(=O)C(=O)NC(C)C	-11	.
O=C(Cn1cnc2c(nnn2Cc2ccc(F)cc2)c1=O)NCc1ccc2c(c1)OCO2	.	94
O=C1NC(=S)N/C1=C/c1ccc(-c2cccc(Cl)c2Cl)o1	13	.
O=C1C2C3CC4C2C(=O)C2(c5ccccc5)C1C3C42 (stereo not drawn)	-7	.
Cc1ccc(OCC(=O)O/N=C(\N)c2ccccn2)c(C)c1	-8	.

# Pulled by compound from the list above (2):
Molecule	HePTP inhibitor	BAP1 inh
Cc1ccc(OCC(=O)O/N=C(\N)c2ccccn2)c(C)c1	-8	.
O=C(Cn1nnc2c(cnn2-c2ccc(F)cc2)c1=O)c1ccccc1F	2	206

# Following part.
Molecule	HePTP inhibitor	BAP1 inh
c1cc2c3c(cccc3c1)-c1nc3nonc3nc1-2	-6	.
O=C1CCCC/C1=C\Nc1ccc(Cl)cn1	9	.
O=C(NCCN1CCN(c2cccc(Cl)c2)CC1)c1cccn2c(=O)c3ccccc3nc12	-6	.
COc1cccc(C2C=C(c3ccc(OC)cc3OC)Nc3nnnn32)c1 (stereo not drawn)	7	109
CC(=O)Nc1ccc(NC(=O)CSC2=NCCS2)cc1	4	100
CCOC(=O)/C=c1\sc2n(c1=O)CCN=2	1	.
COC(=O)c1c(N)sc(C(=O)Nc2ccc(C)cc2C)c1C	-8	.
O=C(Nc1ccc2c(c1)OCCO2)c1ccccc1Br	6	.
CCc1ccc(NC(=O)CCN2C(=O)c3cccnc3C2=O)cc1	-13	130
COc1ccc(C2C(C(=O)/C=C/c3ccccc3)=C(O)C(=O)N2CCCCCC(=O)O)cc1OC (stereo not drawn)	-1	.
Cc1c(C(=O)NCCN2CCOCC2)oc2ccccc12	15	79
CCc1[nH]nc2c1C(c1cccc(OC(=O)N3CCOCC3)c1)C(C#N)=C(N)O2 (stereo not drawn)	-1	134
O=C(Nc1ccc2nn(-c3ccc(F)cc3)nc2c1)c1ccccc1I	1	.
CCCCc1c(C)nc2ccc(C(=O)O)cc2c1Cl	11	.
COc1ccc(N2C(=O)/C(=C/c3cc(Br)cc(OC)c3O)SC2=S)cc1	-14	.
Cc1ccc(N(C(=O)c2ccc(Br)o2)C2C=CS(=O)(=O)C2)cc1 (stereo not drawn)	-12&-4	99
COc1ccc(NC(=O)C2CC(=O)N(C)C(=Nc3ccc4c(c3)OCO4)S2)cc1 (stereo not drawn)	10	92
COc1ccccc1NC(=O)CSc1nc2sc(C)c(C)c2c(=O)n1Cc1ccco1	6	.
CC1=C(C(=O)OC2CCCCCC2)C(c2ccc3c(c2)OCO3)NC(=O)N1C (stereo not drawn)	.	75
CCOC(=O)Oc1ccc2c(c1)C(C)=CC(C)(C)N2C(=O)OCC	8	111
O=S(=O)(NC1c2cccc3cccc(c23)C1N1CCNCC1)c1ccccc1 (stereo not drawn)	10	75
CC1=CCC2C(=O)N(c3cccc(O)c3)C(=O)C2C1 (stereo not drawn)	.	79
CC1CCN(CCNC(=O)CN(C)S(=O)(=O)c2cccc3nsnc23)CC1	-2	102
CCC(=O)Nc1cccc2c1C(=O)c1ccccc1C2=O	6	.

# Compound profiles (already shown). Values in the order: HePTP inhibitor	BAP1 inh
# Cc1ccc(N(C(=O)c2ccc(Br)o2)C2C=CS(=O)(=O)C2)cc1 (stereo not drawn) in the list: -12&-4	99
# CC1=CCC2C(=O)N(c3cccc(O)c3)C(=O)C2C1 (stereo not drawn) in the list: .	79
# COc1ccc(N2C(=O)/C(=C/c3cc(Br)cc(OC)c3O)SC2=S)cc1 in the list: -14	.
# O=S(=O)(NC1c2cccc3cccc(c23)C1N1CCNCC1)c1ccccc1 (stereo not drawn) in the list: 10	75
# CC1=C(C(=O)OC2CCCCCC2)C(c2ccc3c(c2)OCO3)NC(=O)N1C (stereo not drawn) in the list: .	75

# Going on with the list:
Molecule	HePTP inhibitor	BAP1 inh
CCN(CC)C(=O)N1CCN(S(=O)(=O)c2ccc(C)c(C)c2)CC1	3	82
CC(=O)c1c(C)[nH]c(C(=O)N2CCN(C(=O)c3ccco3)CC2)c1C	6	107
CCc1cccc(CC)c1N(COC)C(=O)Cn1c(CO)nc2ccccc21	3	104
Cc1cccc(NC(=O)C2CCCN(S(=O)(=O)c3cccc4cccnc34)C2)c1 (stereo not drawn)	1	99
FC(F)(F)c1cc(-c2ccco2)nc(N2CCOCC2)n1	12	71
COc1c(S(=O)(=O)n2nc(C)cc2C)ccc(Cl)c1Cl	5	97
O=C1CCN(Cc2nnnn2CC2CCCO2)c2ccccc2N1 (stereo not drawn)	-10	103
CC(=O)c1ccc(OCC(O)CN2C(C)CCCC2C)cc1 (stereo not drawn)	2	97
COc1ccc(NC(=O)Nc2nonc2C)cc1	.	69
O=C(O)C(NC(=O)c1ccccc1)=C1CCCCC1	7	.
c1ccc2c3c(c(CN4CCCCC4)cc2c1)COC3	.	167
COC(=O)c1c(NC(=O)c2cnccn2)sc2c1CCCCCC2	5	.
COc1cc(/C=C2\C(=O)N(c3cccc(C(=O)O)c3)N=C2C)cc([N+](=O)[O-])c1O	15	.
CCN1CCN(CCCNC(=O)c2cc3sccc3n2CC)CC1	1	88
COC(=O)c1c(NC(=O)Cc2cccs2)sc2c1CCCC2	6	52
O=C1NC(=S)N/C1=C/c1ccc(OCc2cccc(C(=O)O)c2)cc1	103*	.

# Source: PubChem BioAssay
